PKM2 act = activators of human pyruvate kinase M2; AID 1631; Potency, µM (doses to about 57.5 µM), for inactives: at the highest dose activation, usual class: activators; purified PKM2, Kinase-Glo ATP luminescence, activation; response scale: 0% is enzyme alone, no compound; hit rate 0.34% among 260,000; note: potency is the fitted concentration of half-maximal effect; % is set by controls: 0 for no effect and ±100 for the full control effect; nearly all actives have a fitted effect of over 55% in size
Target sequence (P14618 whole entry, looked up): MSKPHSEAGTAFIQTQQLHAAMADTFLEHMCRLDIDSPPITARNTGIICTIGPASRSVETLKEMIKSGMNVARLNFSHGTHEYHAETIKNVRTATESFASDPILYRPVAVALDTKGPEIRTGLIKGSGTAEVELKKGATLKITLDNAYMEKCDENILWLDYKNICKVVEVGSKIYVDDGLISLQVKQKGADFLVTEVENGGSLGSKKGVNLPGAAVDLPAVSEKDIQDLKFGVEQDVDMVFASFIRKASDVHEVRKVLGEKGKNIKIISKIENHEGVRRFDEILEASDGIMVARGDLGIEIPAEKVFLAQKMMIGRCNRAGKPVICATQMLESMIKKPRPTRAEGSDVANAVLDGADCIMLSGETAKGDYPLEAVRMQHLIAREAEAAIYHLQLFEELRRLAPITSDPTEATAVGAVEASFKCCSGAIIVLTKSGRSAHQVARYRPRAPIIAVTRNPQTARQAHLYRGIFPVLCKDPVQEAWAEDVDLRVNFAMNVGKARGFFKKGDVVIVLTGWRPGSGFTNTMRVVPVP
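Purified hPK-M2 (>95% pure) converted ADP (0.1 mM final) to ATP with 0.5 mM PEP in 50 mM imidazole pH7.2, KCl, MgCl2, Tween 20, BSA; 1 h at room temperature. ATP detected by Kinase-Glo luminescence.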
Menin MLL FP TR = displaces Texas Red mutant MLL peptide from human menin; O00255; Menin + Texas Red MLL mutant peptide, fluorescence polarization; Potency, µM (top dose mostly 61.6 µM), without a hit: top-dose FP activity change, negative = inhibition, most hits filed as inhibitors; hit rate 0.23% among 270,000; active = well fitted inhibition curve with a large enough effect in the polarisation, with a control signal flat, not every such curve was filed as active; inconclusive = small, poorly fitted or top-dose-only effect, or effect the other way, or a change in a side signal; inactive = no such curve, though single readings can be large or run the other way; the % refers to the polarisation; note: potency is the fitted concentration of half-maximal effect; % of control where 0% means no effect; many of its hits are not listed in these tables
Integrin act MD = activators of alpha7 integrin expression for muscular dystrophy; alpha7betagal myoblasts, beta-gal FDG fluorescence, 48 h; Potency, µM (top dose mostly 38.3 µM), without a hit: at the top dose activation, usual class: activators; hit rate 0.064% among 350,000; AID 624291;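 note: potency is the fitted concentration of half-maximal effect; 100% = response of the positive control SU9516; nearly all actives have a fitted effect of over 60% in size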
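Alpha7betagal+/- myoblasts (passage 13) were plated 16-24 hr, then exposed to compounds (1:260 dilution of DMSO stock) for 48 hours at 37C. After MPER lysis, β-galactosidase reporter activity was read as FDG fluorescence (ex 480/em 540) after 30 minutes.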
Coupling enz = coupling enzyme interference in Giardia aldolase counter-screen; coupling enzyme system counterscreen, AmpLite Red fluorescence; activity change, negative = inhibition, % at 58.2 µM, hits read low; hit rate 0.67% among 290,000; AID 2472; in the data active = activity change below about -30%; note: % is set by controls: 0 for no effect and ±100 for the full control effect
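Counterscreen lacking aldolase: glyceraldehyde-3-phosphate coupling-enzyme reagent preincubated 10 min at RT with compound (at 57.5 uM final), then substrate/coupling system with AmpLite Red added; fluorescence read at 525/598 nm after 20 min RT.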
PTAP TSG101 blk = blocks PTAP/TSG101 interaction to inhibit HIV-1 budding; Q99816; Fluorescence polarization, FITC-PTAP peptide / Tsg101 binding; Potency, µM (highest dose often 115 µM), inactives show top-dose activity change, negative = inhibition, most hits filed as inhibitors; 340,000 tested, under 10 active; active = well fitted inhibition curve with a large enough effect in the main read-out, with a control signal flat, not every such curve was filed as active; inconclusive = small, poorly fitted or top-dose-only effect, or effect the other way, or a change in a side signal; inactive = no such curve, though single readings can be large or run the other way; note: potency is the fitted concentration of half-maximal effect; % of control where 0% means no effect
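Tsg101 binding domain (10 uM final) was mixed with compound and a FITC-labeled PTAP peptide (50 nM final) in HEPES pH 7.5 buffer with NaCl, Tween 20, EDTA and TCEP; fluorescence polarization was read after 20 min at r.t.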
BCR signal inh = chronic active BCR signaling inhibition. ABC-DLBCL IkBa-CBG/CBR reporter, luminescence ratio, 4 h. Potency, µM (doses to about 46.1 µM), without a hit: top-dose ratio change, negative = lower green/red ratio, usual class: inhibitors. hit rate 0.05% among 340,000. AID 493014; active = well fitted inhibition curve with a large enough effect in the signal ratio, with a control signal flat, not every such curve was filed as active; inconclusive = small, poorly fitted or top-dose-only effect, or effect the other way, or a change in a side signal; the % refers to the signal ratio;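 note: potency is the fitted concentration of half-maximal effect; plate controls were basal doxycycline-induced cells for no effect and cells given 10 µM MG132 for full effect; MG132 reads +100%, hits lower the ratio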
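Cell line TMD8 (human ABC DLBCL), stably expressing tet-inducible CBG68-IkBa fusion and CBR; IMDM/0.5% FBS; cpd up to 46 uM; dox induction, 4 h, 37C/5% CO2; dual luminescence; green/red ratio; MG132 control.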
Tb PFK block = inhibitors of T. brucei phosphofructokinase | O15648 | T. brucei PFK, ADP-Glo luminescence | AID 485367 | hit rate 0.17% among 330,000 | Potency, µM (series often up to 57.5 µM), without a hit: at the highest dose activity, negative = inhibition, hits mostly inhibitors;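 note: potency is the fitted concentration of half-maximal effect; 0% = uninhibited 1x PFK enzyme wells and -100% = no-enzyme wells; nearly all actives have a fitted effect of over 60% in size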
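PFK 1.25 nM, F6P 0.5 mM, ATP 0.1 mM, 0.1 M TEA pH 8.0, 5 mM MgCl2, 0.01% Tween20, 0.1% BSA; 45 min RT. ADP-Glo readout. qHTS titration up to 57 uM; curves fitted, compounds curve-classed.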
GALK inh = galactokinase (human) inhibition; P51570; AID 1868; Purified GALK, Kinase-Glo residual ATP luminescence; Potency, µM (series often up to 57.5 µM), inactives show at the highest dose activity change, negative = inhibition, actives largely listed as inhibitors; hit rate 0.007% among 270,000; note: potency is the fitted concentration of half-maximal effect; % is set by controls: 0 for no effect and ±100 for the full control effect
Target sequence (P51570 whole entry, looked up): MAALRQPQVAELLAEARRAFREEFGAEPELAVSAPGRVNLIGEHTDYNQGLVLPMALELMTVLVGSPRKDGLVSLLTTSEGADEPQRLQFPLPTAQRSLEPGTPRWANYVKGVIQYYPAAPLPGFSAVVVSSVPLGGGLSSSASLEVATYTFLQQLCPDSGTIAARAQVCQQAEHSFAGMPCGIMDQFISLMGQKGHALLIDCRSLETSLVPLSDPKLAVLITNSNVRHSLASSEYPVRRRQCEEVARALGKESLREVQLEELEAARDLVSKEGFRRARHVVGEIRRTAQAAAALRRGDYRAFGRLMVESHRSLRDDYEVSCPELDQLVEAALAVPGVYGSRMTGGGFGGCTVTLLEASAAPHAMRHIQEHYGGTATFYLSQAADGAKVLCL
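Luminescence from leftover ATP (Ultra-Glo luciferase/luciferin) served as read-out after a 1 h room-temperature reaction of 5 nM GALK with 35 uM ATP and 100 uM galactose.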
S-ASM inh = blocks human secretory acid sphingomyelinase; placental ASM, HMU-PC fluorogenic substrate, 60 min; P17405; AID 504937; Potency, µM (top dose mostly 57.5 µM), for inactives: at the top dose activity change, negative = inhibition, most hits filed as inhibitors; hit rate 0.006% among 340,000; note: potency is the fitted concentration of half-maximal effect
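Human placenta-derived ASM enzyme was preincubated with compound for 10 minutes at room temperature, then given fluorogenic substrate HMU-PC0 (9 uM final) for 60 minutes at 37 °C; a pH 10 stop preceded fluorescence reading at Ex 386/Em 447 nm.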
Giardia kill = kills Giardia lamblia. AID 540267. hit rate 0.15% among 340,000. Giardia lamblia trophozoite viability. activity change, % at 7.66 µM, hits read low; in the data active = activity change below about -80%; inconclusive = between about -30% and that limit;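 note: parasites exposed to compound for two days anaerobically before the ATP read; % is set by controls: 0 for no effect and ±100 for the full control effect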
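Trophozoites 100 cells/well + cpd; 48 hrs, 37 deg C, anaerobic. ATPLite 1-Step added, 15-30 min RT, luminescence read (ATP-based viability).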
B2AR arrestin = agonists driving beta-arrestin recruitment to human beta2-adrenergic receptor | Potency, µM (top dose mostly 46.1 µM), for the others: at the top dose activation, usual class: activators | AID 492947 | beta-arrestin recruitment to beta2AR, cell-based reporter | hit rate 0.02% among 330,000 | P07550;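 note: potency is the fitted concentration of half-maximal effect; 0% = DMSO controls and full agonism = EC100 isoproterenol or metaproterenol; nearly all actives have a fitted effect of over 65% in size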
The depositor's hits bear a star; i = inactive; ? = inconclusive; . = no result given; & = joins results of further samples; [ ] = another dose, or the depositor's remark. Unless noted, calls come from the whole dose curve; as a rule, active = well fitted curve in the direction sought with a large enough effect; inconclusive = small, poorly fitted or top-dose-only effect, or another doubt; inactive = no such curve, though single readings can be large; an effect the other way counts as inactive or inconclusive.

SMILES | PKM2 act | Menin MLL FP TR | Integrin act MD | Coupling enz | PTAP TSG101 blk | BCR signal inh | Tb PFK block | GALK inh | S-ASM inh | Giardia kill | B2AR arrestin
CC1(C)CC(=O)C2=C(C1)N(Cc1ccc(F)cc1)C(=O)C2(NC(=O)c1cccnc1)C(F)(F)F (stereo not given) | 0.3% | 2.2% | 14.4% | 1.1 | -1.1% | 7.7% | 2.0% | 2.5% | 2.8% | 4.0 | -0.2%
CC1(c2ccccc2Cl)NC(=O)N(CC(=O)Nc2ccccc2OC(F)F)C1=O (stereo not given) | -0.2% | -4.9% | 6.4% | -1.3 | 0.7% | -1.4% | 3.6% | -1.3% | -2.4% | 11.3 | -0.3%
CCOC(=O)N1CCN(S(=O)(=O)c2ccc(C(=O)Nc3nc4c(s3)CC(C)CC4)cc2)CC1 (stereo not given) | -2.6% | 10.9% | 1.4% | 2.0 | 1.3% | -8.0% | -0.5% | -0.4% | i | -6.3 | 0.0%
CCc1cc(C)cc(OCCOc2ccccc2/C=N/NC(C)=O)c1 | 1.3%[11.5 µM] | ? | -42.5% | -3.1 | -0.6% | -8.0% | -1.9% | -1.1% | -6.1% | 59.5[activator] | -1.0%
COc1ccc(S(N)(=O)=O)cc1C(=O)OCC(=O)N1CCCC(C)C1 (stereo not given) | . | . | -3.0% | . | 0.1% | 4.8% | -5.0% | . | 4.0% | -25.8 | 0.3%
N/C(=N\OC(=O)c1ccc(Cl)cc1)c1ccccn1 | -61.7% | 1.2% | -1.5% | -0.7 | -5.3% | ? | -20.0% | 1.7% | -1.3% | -21.2 | -0.8%
O=C(NC1CCSc2ccccc21)c1ccc(F)cc1 (stereo not given) | -16.1% | . | 24.5% | . | -2.6% | 0.5% | 1.1% | 4.3% | 4.3% | 6.2 | -0.1%
CC(=O)Nc1ccc2nc(CN3CCN(Cc4ccc(F)cc4)C(CCO)C3)ccc2c1 (stereo not given) | -8.2% | -5.9% | -44.2% | -4.4 | 0.5% | -0.3% | 0.9% | 2.8% | 22.1% | 1.5 | 0.4%
COc1ccccc1OCCNC(=O)c1cccs1 | -0.2% | -2.5% | 7.6% | -0.9 | 3.4% | ? | 0.2% | -3.4% | 2.1% | -9.8 | -1.6%
O=C(CSc1nc(O)cc(=O)n1-c1ccccc1)Nc1ccc2c3c(cccc13)CC2 | 0.8% | -20.5% | 0.3% | -1.8 | 0.0% | 4.7% | -10.3% | . | 3.7% | -5.3 | -0.3%
COc1ccc(CN(C)C(=O)c2ccc(OCC(=O)N3CCOCC3)c(OC)c2)cc1 | . | . | -10.2% | . | 0.3% | ? | -0.3% | . | 1.5% | 2.9 | 0.3%
Cc1cc(C)cc(N(CC(=O)NCc2ccccc2Cl)S(=O)(=O)c2c(C)[nH]c(=O)[nH]c2=O)c1 | . | . | 21.4% | . | -4.2% | 7.2% | 0.0% | -0.8% | -0.9% | 31.0[activator] | 0.6%
Cc1c(NC2=NC(C)(C)Cc3ccccc32)c(=O)n(-c2ccccc2)n1C | -17.3% | -0.9% | -16.1% | -5.3 | -2.0% | -7.4% | -5.0% | -1.0% | -0.6% | -5.4 | -2.0%
Cc1ccc(S(=O)(=O)N2CCc3ccccc3C2)cc1 | -1.6%[11.5 µM] | 8.4% | 0.5% | 0.9 | 1.3% | 4.8% | 2.4% | -9.1% | 3.3% | -14.3 | -0.4%
c1csc(C2CCCN2c2nc3nonc3nc2NC2CC2)n1 (stereo not given) | 15.6% | 7.3% | 7.9% | 3.0 | -0.8% | 0.0% | 0.0% | 0.3% | 3.5% | -7.8 | 0.0%
O=C(COc1ccc(C2SCCS2)cc1)Nc1ccc(Cl)cc1 | -3.8% | . | -25.0% | 1.7 | 1.6% | -2.6% | 0.2% | . | -4.1% | 5.8 | -0.5%
CCc1c(O)nc(SCC(=O)Nc2ccccc2C)n(-c2ccc(C)cc2)c1=O | . | 10.7% | 6.3% | 4.8 | -6.0% | -9.6% | -3.5% | 1.1% | -1.4% | -2.9 | -0.1%
Cc1c(OCC(=O)N2C[C@H]3C[C@@H](C2)c2cccc(=O)n2C3)ccc2c3c(c(=O)oc12)CCCC3 | 0.3% | -3.3% | 11.2% | 0.2 | -9.6% | ? | -2.2% | . | -1.0% | 3.9 | -0.3%
CC(C)c1ccc(S(=O)(=O)N2CCC(C(=O)NCc3ccco3)CC2)cc1 | . | . | -11.7% | . | -0.1% | -0.1% | 3.5% | . | -0.3% | -7.2 | -0.7%
CC1CCN(c2ccc(NC(=O)c3cccnc3)cc2)CC1 | 12.2% | 7.9% | 8.8% | -4.2 | -1.2% | -0.7% | 3.3% | -1.6% | 5.0% | 7.2 | 0.1%
O=C(COc1ccc(Cl)cc1)Nc1ccc2c(c1)C(=O)NC2=O | . | . | 17.8% | . | -3.7% | ? | -15.0% | -7.2% | 3.2% | 8.0 | -0.3%
CCCc1cc(C(=O)N2CCC(n3nccc3NC(=O)c3ccc(OC)cc3)CC2)no1 | . | . | ? | . | -5.6% | 9.9% | -5.4% | -2.0% | 3.5% | 28.9 | 0.1%
CC1CCCN(C2=C(NS(=O)(=O)c3ccc(Cl)cc3)C(=O)c3ccccc3C2=O)C1 (stereo not given) | 0.7% | -14.9% | -27.0% | -40.0* | -7.4% | 1.0% | 0.4% | 1.5% | -16.0% | 26.3 | 4.0%
CC1CCN(C(c2cc3cc4c(cc3[nH]c2=O)OCO4)c2nnnn2CC2CCCO2)CC1 (stereo not given) | -4.2% | -1.3% | 1.1%[7.66 µM] | 0.6 | -2.4% | 2.5% | 2.8% | 0.7% | 168.2%[activator] | 4.1 | 0.0%
COc1ccccc1NC(=O)Cn1nnc(C(=O)NCc2ccc3c(c2)OCO3)c1N | . | ? | 16.0% | -0.2 | 0.8% | ? | -6.1% | 7.3% | -0.4% | 7.6 | -1.5%
c1nc(NCc2ccc3c(c2)OCO3)c2cc(-c3ccoc3)ccc2n1 | . | . | . | . | 0.6% | ? | 0.8%&6.5% | . | -8.1% | -8.6 | -0.2%&-0.1%
Nc1ncnc(N)c1N=Nc1ccccc1 | 0.4%[11.5 µM] | 8.2% | -24.8% | 1.6 | -2.1% | ? | 14.6% | -3.6% | -8.3% | -22.4 | -0.4%
CCOCCCNC(=O)c1ccc(CS(=O)(=O)Cc2ccccc2F)o1 | 1.7% | . | -8.2% | 0.0 | . | -21.1% | -0.9% | -2.1% | 3.5% | 24.0 | 0.0%
CCc1ccccc1NC(=O)c1cc(-c2ccc(F)cc2)on1 | -6.5% | 6.3% | 20.4% | 0.0 | 5.4% | ? | 1.0% | 0.9% | 2.5% | 15.6 | -0.9%
COc1ccc(CCNC(=O)CSc2nnc(-c3ccccc3)o2)cc1OC | 3.7% | -5.4% | 15.9% | 0.2 | -4.7% | -6.0% | -7.2% | 5.8% | 2.5% | 2.8 | 0.2%
O=C(COC(=O)c1ccccc1O)NC(=O)c1ccc(OC(F)F)cc1 | . | . | 1.3% | . | -4.2% | -4.5% | 0.0% | . | -1.1% | ? | -0.2%
Cc1ccc(NC(=S)NC(=O)C2CCCC2)c(Br)c1 | . | . | -17.9% | . | 0.7% | -0.5% | -0.7% | . | -9.6% | 7.9 | 0.4%
COc1ccccc1N1CCN(C(=O)c2c(C)noc2C)CC1 | 0.3% | . | 14.9% | 8.4 | 1.7% | 4.1% | -0.4% | 9.4% | 1.1% | -20.4 | -0.3%
CN(C)/C=C1/C(=O)N(c2ccc([N+](=O)[O-])cc2)N=C1c1ccccc1 | -2.3% | ? | . | 6.0 | . | 1.8% | -0.1% | 0.7% | . | . | 5.6%
CC1CCN(c2ccc(C(=O)NCc3ccco3)cc2[N+](=O)[O-])CC1 | 2.8% | 18.7% | 8.3% | -7.4 | -6.1% | ? | -2.6% | 1.2% | -12.4% | 11.7 | 5.3%
O=C(Nc1cnc2ccccc2c1)c1ccncc1 | -15.6% | -12.3% | 3.5% | 0.9 | 2.4% | ? | 2.4% | 2.3% | -7.5% | -22.1 | 0.2%
CC(OC(=O)c1cccc(N(C)C)c1)C(=O)N1CCc2ccccc2C1 (stereo not given) | . | . | -33.9% | . | -0.9% | -4.1% | -11.4% | . | 14.8% | 10.1 | 0.2%
COc1ccc(CNC(=O)COC(=O)c2cccnc2Nc2cccc(C(F)(F)F)c2)cc1 | -5.1% | -0.5% | -22.0% | 4.9 | -1.0% | 0.0% | -4.6% | 1.2% | 61.1%[activator] | 3.7 | 0.2%
CCCCOc1ccc(Cn2c(=O)oc3ccccc32)cc1 | . | 8.9% | 12.1% | 3.8 | -2.2% | 3.4% | -8.5% | . | -1.4% | -20.0 | -1.3%

From PubChem BioAssay

A portion of the library. The share of hits here may be higher or lower than overall.
